hcDAF12 agonist: H. contortus DAF-12 activation, primary screen; AID 652067; activation, % at 6.8 µM; HEK293 hcDAF-12 lit1-tk-luc reporter, luminescence; 0% DMSO, 100% Δ7-dafachronic acid; 370,000 tested, 1.4% active;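 active means activation above the mean of all tested compounds plus 3 SD, cut at about 5.5% in these data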;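 further: 100% = response to 3 µM Δ7-dafachronic acid high control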
FXN GAA850 act: increases GAA850 frataxin promoter reporter activity. activation, % at 6 µM. 360,000 tested, 0.56% active. HEK293 lucGAA850 FXN promoter luciferase reporter, 24 h; percent of 10 µM SAHA response. AID 540364;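 active means activation above the average of all compounds screened plus 3 SD, cutoff fixed separately per campaign, cut at about 7.5% in these data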;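 further: 0% = DMSO wells and 100% = 10 µM SAHA wells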
GC-A act: GC-A (human) enzyme activation; HEK293 GC-A cells, cGMP TR-FRET, EC30 ANP; 0% at EC30 ANP, 100% saturating ANP; activation, % at 10 µM; 370,000 tested, 0.14% active; in the data active means activation above about 40%
ADAM10 inh: ADAM10 inhibition, QFRET primary screen. inhibition, % at 7 µM. 370,000 tested, 0.62% active. AID 720582. O14672. recombinant ADAM10, EDANS/DABCYL FRET peptide cleavage, 3 h;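 active means inhibition above a per-campaign cutoff equal to the mean of compounds falling between control-based bounds plus 3 SD, cut at about 20% in these data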;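 further: 0% = DMSO wells while the 100% control is not disclosed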
PG9 binder: binds the HIV-1 gp120 antibody PG9 | TR-FRET gp120-PG9 antibody binding | 360,000 tested, 0.43% active | inhibition, % at 6.7 µM | AID 624416; in the data active means inhibition above about 8.5%
DAX1 inh-1: NR0B1 (DAX1) inhibition. P51843. HEK293 Gal4-DAX1 luciferase reporter, luminescence. inhibition, % at 6.75 µM. 340,000 tested, 0.99% active. AID 504766;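 active means inhibition above the mean over all tested compounds plus 3 SD, cut at about 4.2% in these data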;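 further: 0% = DAX1-transfected cells with DMSO and 100% = empty-vector control cells with DMSO; inhibition shows as a rise in luminescence from relieved DAX1 repression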
Target sequence (P51843 207-470 limits assumed): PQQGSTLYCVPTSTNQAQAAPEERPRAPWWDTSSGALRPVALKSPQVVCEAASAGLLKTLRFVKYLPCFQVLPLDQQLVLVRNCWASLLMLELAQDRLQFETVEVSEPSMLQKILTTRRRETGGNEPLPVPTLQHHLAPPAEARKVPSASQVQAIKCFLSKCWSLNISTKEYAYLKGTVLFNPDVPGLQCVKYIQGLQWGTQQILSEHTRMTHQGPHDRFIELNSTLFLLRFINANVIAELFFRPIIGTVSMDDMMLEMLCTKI
ADAM17 inh: inhibitors of human ADAM17. P78536. recombinant ADAM17, EDANS/DABCYL FRET peptide cleavage. inhibition, % at 6.95 µM. 370,000 tested, 0.83% active;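 active means inhibition above the mean of compounds lying between control limits plus 3 SD, set per campaign, cut at about 8.5% in these data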;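 further: 0% = DMSO-only wells as the low control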
Target sequence (P78536 215-824 limits assumed): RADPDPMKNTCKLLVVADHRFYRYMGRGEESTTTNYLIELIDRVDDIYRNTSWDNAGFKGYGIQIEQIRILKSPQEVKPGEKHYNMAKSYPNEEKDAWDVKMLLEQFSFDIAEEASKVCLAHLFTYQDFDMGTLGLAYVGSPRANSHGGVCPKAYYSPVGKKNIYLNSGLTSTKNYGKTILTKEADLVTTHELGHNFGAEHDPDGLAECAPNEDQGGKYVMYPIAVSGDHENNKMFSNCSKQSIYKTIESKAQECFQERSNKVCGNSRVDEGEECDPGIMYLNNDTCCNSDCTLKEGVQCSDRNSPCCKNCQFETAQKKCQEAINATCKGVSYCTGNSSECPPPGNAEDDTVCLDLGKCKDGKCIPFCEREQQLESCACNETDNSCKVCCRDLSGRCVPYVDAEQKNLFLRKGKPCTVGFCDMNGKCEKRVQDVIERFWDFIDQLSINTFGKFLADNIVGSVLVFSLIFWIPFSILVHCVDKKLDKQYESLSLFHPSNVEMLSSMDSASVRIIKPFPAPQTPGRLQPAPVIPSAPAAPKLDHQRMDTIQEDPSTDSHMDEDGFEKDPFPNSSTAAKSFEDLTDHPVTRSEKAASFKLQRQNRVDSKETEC
SMARCA2 act: SMARCA2 function activation, primary screen; activation, % at 9.1 µM; MG213 cells, MMTV-luciferase reporter, dexamethasone, overnight; 370,000 tested, 1% active; in the data active means activation above about 7.8%;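 further: 0% = vehicle wells and 100% = reference activator wells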
hgDAF12 agonist: agonists of H. glycines DAF-12 nuclear receptor. HEK293 GAL4-hgDAF12 UAS-luciferase reporter, agonist luminescence; normalized to butyrate control. AID 687014. activation, % at 6.8 µM. 370,000 tested, 1.8% active;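 active means activation above a cutoff set at the mean of all screened compounds plus 3 SD, cut at about 10% in these data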;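 further: 0% = DMSO wells and 100% = sodium butyrate wells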
ssDAF-12 act: activates DAF-12 receptor from parasite S. stercoralis | HEK293 ssDAF-12/GRIP1 lit1-tk-luc reporter, luminescence; % of 3 µM dafachronic acid response | activation, % at 6.8 µM | 370,000 tested, 1% active | AID 652126;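 active means activation above the mean over all tested compounds plus 3 SD, cut at about 0.9% in these data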;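 further: 0% = DMSO-only wells and 100% = 3 µM delta7-dafachronic acid wells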
DAX1 inh-2: inhibitors of DAX1 repression of SF-1 activated StAR promoter; inhibition, % at 6.8 µM; 370,000 tested, 1.1% active; HEK293T StAR-luciferase reporter, SF-1/DAX-1 repression relief; AID 652010;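 active means inhibition above the mean over all tested compounds plus 3 SD, cut at about 3.6% in these data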;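 further: 0% = DAX-1 cells with DMSO and 100% = cells lacking DAX-1 with DMSO; higher inhibition means more luminescence from relief of DAX-1 repression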
The depositor's hits bear a star; nt = not tested or not shown.

Under each structure: hcDAF12 agonist	FXN GAA850 act	GC-A act	ADAM10 inh	PG9 binder	DAX1 inh-1	ADAM17 inh	SMARCA2 act	hgDAF12 agonist	ssDAF-12 act	DAX1 inh-2
CCCCCCCC(O)CC(CC1CCCCC1)C(=O)NN (stereo not given)
 : -0.5	-1.3	3	-1	-2.4	1.8	0	-3	1.9	-1.0	-0.2
CC1S/C(=N/N=C/c2cccc([N+](=O)[O-])c2)NC1=O (stereo not given)
 : 2.3	-1.7	1	1	-0.7	0.7	-1	3	0.2	0.3	0.1
COc1ccc(CCN=C(N)NS(=O)(=O)c2ccc(C)c(C)c2)cc1
 : -1.2	2.8	0	-1	1.0	-1.6	6	0	-2.6	-1.4	0.1
C(=N\Nc1nc2ccccc2s1)/c1ccc2c(c1)OCO2
 : 17*	5.4	1	-41	-0.6	1.8	-11	5	17*	4.5*	8.2*
CCNS(=O)(=O)c1ccc(NC(=O)c2cncc(Br)c2)cc1
 : -0.2	2.9	-4	0	-0.8	-0.5	3	-3	1.9	-1.1	-0.4
O=C(NC1CC2CCCC(C1)N2Cc1ccc(F)cc1)c1ccc(F)cc1 (stereo not given)
 : -1.2	-0.9	-3	2	-1.1	-0.5	-4	-1	3.0	-0.9	-0.8
Cc1ccc(C)c(OC(=O)c2ccncc2)c1
 : -0.3	-0.2	-1	5	2.5	0.4	1	-1	-1.4	-0.8	-0.4
O=C(CCCN1C(=O)c2cccc3cccc(c23)C1=O)Nc1nccs1
 : -1.0	1.2	6	-9	0.8	-1.3	-10	-3	0.9	-1.8	0.0
CCC(Oc1ccccc1)C(=O)NCc1cccnc1 (stereo not given)
 : -0.8	0.7	6	-8	1.7	1.5	4	-4	-1.1	-1.6	-0.1
Cc1cccc(C2(c3cccc(C)c3)OC(=O)c3ccccc32)c1
 : -2.7	2.3	-8	17	-5.3	-0.4	9.6*	-4	-0.8	-0.7	-0.2
O=C(O)CC(NC(=S)NCc1ccccc1)C(=O)O (stereo not given)
 : 1.8	-5.3	-2	13	0.8	-0.9	0	1	1.9	-1.3	-1.0
COc1ccc(NC(=O)N2CCC(N(C)CCC(C)C)CC2)cc1OC
 : -3.3	nt	2	0	nt	nt	0	6	5.3	-0.5	-0.5
Cn1c(N)c(C(=O)COC(=O)CC(NC(=O)c2ccccc2Cl)c2ccccc2)c(=O)n(C)c1=O (stereo not given)
 : -1.7	-1.5	1	-2	-2.9	0.1	-5	-3	-2.3	-1.3	-1.0
CC(=O)Nc1nc(CC(C)C)cc(-c2ccccc2)c1C#N
 : -2.4	0.4	1	-2	-0.1	-1.4	-2	-1	-0.7	-1.0	0.0
CCOC(=O)CN1C(=O)N[C@@H](c2cccc(F)c2)C(C(=O)OC)=C1C
 : -1.7	-0.8	-7	3	0.1	0.0	-1	1	-0.9	-1.4	-0.9
Cc1cccc(NC(=O)c2ccc(N3C(=O)C4C5C=CC(C6CC56)C4C3=O)cc2)c1 (stereo not given)
 : -1.2	-0.1	5	-5	-0.9	-1.0	0	-1	1.7	-0.9	0.3
Cc1cc(N2CCN(C(=O)c3ccco3)CC2)n2ncc(-c3ccccc3)c2n1
 : 1.6	3.8	3	-7	-1.5	0.1	3	3	3.9	-1.3	1.1
Cc1ccnc(OC(C(=O)O)C(OCCc2ccccc2)(c2ccccc2)c2ccccc2)n1 (stereo not given)
 : -1.3	-0.1	2	2	0.7	0.8	-5	-1	-1.9	-0.5	-0.1
Fc1ccc(/C=N/N2CCCCC2)c(F)c1
 : 4.0	-0.9	0	-8	-1.3	0.0	-4	-4	2.2	0.0	-0.5
COc1ccc(S(=O)(=O)N(C)c2ccc(C(=O)NCc3ccco3)cc2)cc1
 : 1.2	0.5	1	4	-1.6	-0.7	-1	-1	0.4	-1.3	-0.9
COc1ccccc1CNC(=O)C1(C)Oc2cccnc2NC1=O (stereo not given)
 : -1.8	1.3	-2	7	-1.2	-0.8	-2	2	0.2	-1.8	1.4
CC(C)NC(=O)c1c(O)c2cccc3c2n(c1=O)CCC3
 : -0.2	-1.7	1	3	-1.7	0.9	-3	-2	-0.9	-1.1	-0.3
CN(CC(=O)Nc1ccccc1Br)C(=O)C1CCN(C(=O)c2ccc(Cl)cc2)CC1
 : -1.0	2.3	3	-10	-0.5	0.7	-5	-2	1.0	-0.7	0.7
CC(C)c1ccccc1NCC(=O)N1CCN(Cc2ccccc2)CC1
 : -1.4	1.0	-3	-3	-2.8	-2.3	-3	-2	-1.7	-1.0	-1.1
CC1(C(=O)Nc2ccc3nc[nH]c3c2)CCN1C(=O)C1(c2ccccc2)CC1 (stereo not given)
 : -1.6	0.8	-2	-6	-0.7	nt	-3	-3	3.3	-0.5	0.2
COc1ccc(CNC(=O)C(=O)NCCC2CCCCN2S(=O)(=O)c2ccccc2)cc1 (stereo not given)
 : -1.8	0.1	2	2	-0.8	-1.3	0	-2	-1.8	-1.3	-1.8
Cc1ccc(C)c(NS(=O)(=O)c2cc(C(N)=O)ccc2C)c1
 : -1.8	-1.3	1	4	0.6	-0.5	2	-2	-2.4	-1.5	-0.5
COc1cc2c(cc1OC)/C(=C/C#N)NC(C)(C)C2
 : -2.2	3.8	2	-130	4.3	0.3	-44	7	-1.5	-1.4	-0.4
O=C(CCCOc1ccccc1)Nc1cccnc1
 : 0.4	2.1	5	12	-0.6	0.8	-3	0	2.0	-0.8	0.5
N#Cc1cccc(NC(=O)Nc2cccs2)c1
 : 1.6	0.7	10	-7	-2.2	-1.1	-6	1	0.9	-1.1	-0.4
O=C(/C=C/c1ccc(O)c(O)c1)OCCc1ccccc1
 : 0.4	16*	0	-8	-0.3	-1.9	-4	-1	6.4	-1.4	0.1
S=C(NC1CCCC1)N1CCN(c2cccc(Cl)c2)CC1
 : -3.4	2.9	-2	2	0.4	-0.5	2	-1	-3.5	-1.6	-0.4
Cc1sc2nc(CSCC(=O)N(CCC#N)c3ccccc3)[nH]c(=O)c2c1C
 : -1.5	-0.2	-1	-20	0.3	0.3	-7	0	-0.9	-1.8	-0.8
CN1/C(=C/C=N/NC(=O)c2ccc([N+](=O)[O-])cc2)C(C)(C)c2ccccc21
 : -0.1	0.1	5	-2	-1.4	1.9	-4	0	1.6	-1.0	-0.5
O=C(CCn1c(=S)oc2ccccc21)NC1CCCCC1
 : 0.1	0.0	0	-1	1.3	4.2	-2	-4	2.7	5.3*	0.0
O=S(=O)(NCC1CCCO1)c1cc(Cl)ccc1Cl (stereo not given)
 : 2.9	1.9	4	2	-0.5	1.2	-4	-2	2.1	-1.6	0.4
FC(F)(F)COc1nc(N2CCOCC2)nc(N(c2ccccc2)c2ccccc2)n1
 : -0.8	-0.4	-15	8	-1.1	1.5	7	-1	1.4	-1.8	-0.6
CCN(CC)C(=O)CN(c1cccc(C(F)(F)F)c1)S(C)(=O)=O
 : 0.4	5.0	1	-2	0.5	1.3	-3	-2	-3.5	-0.2	-0.4
Cc1ccc(Oc2ccc(Cl)cc2NC(=O)c2cnccn2)cc1
 : -0.3	-1.5	-4	1	1.2	0.9	-6	-2	0.1	-1.1	-0.1
COc1cccc(C(=O)c2c[nH]c(C(=O)NCc3ccco3)c2)c1
 : -2.0	0.3	-12	13	-2.4	-0.3	-2	2	1.2	-1.1	-0.8
O=C(Nc1ccccc1)c1cc(S(=O)(=O)NCc2ccncc2)ccc1Cl
 : -4.4	-2.5	-1	-6	-1.1	-1.6	1	-3	-3.4	-1.8	-5.9
Cc1ccccc1N1CCN(Cc2cccc(C(=O)O)c2)CC1
 : 2.0	0.1	0	1	-2.1	0.3	-3	-2	-1.8	-1.4	-0.4
O=C(CCC(=O)Nc1nnc(C2CCCCC2)s1)NCc1ccc(F)cc1
 : -2.0	0.5	3	5	3.8	0.1	-3	-1	1.1	-0.8	-0.4
Cc1cc(=O)oc2c(C)c(OCC(=O)NCCCn3ccnc3)ccc12
 : -0.6	-0.7	-1	-85	0.3	-0.1	-28	0	-1.0	-1.1	-4.8
CCc1nnc(NC(=O)CSc2nnc(C)n2CC2CCCO2)s1 (stereo not given)
 : -1.8	2.6	-2	0	-1.1	-0.8	-1	1	1.8	-1.6	-1.0
CC1(N(O)/C=C2\C=CC=CC2=O)CCCCC1=O (stereo not given)
 : 0.1	-1.5	3	3	-0.8	-0.1	-3	2	-0.5	-1.5	-0.4
O=C(NNC(=S)Nc1ccccc1C(F)(F)F)c1ccc(Br)o1
 : -0.1	0.9	1	3	-1.0	0.7	0	-2	5.6	-0.7	-0.4
CCCN(CCC)S(=O)(=O)c1ccc(C(=O)NCc2ccc3c(c2)OCO3)cc1
 : -0.3	0.8	4	-10	0.6	0.4	6	-3	-2.3	-0.6	0.9
COc1ccccc1CCN1CCCC(CN(C)C(=O)c2ccc3nc[nH]c3c2)C1 (stereo not given)
 : -2.1	-2.1	1	5	2.5	0.3	3	-1	-1.8	-1.2	-0.5
Cc1cccc2cc(CN(C(=O)c3cccs3)c3ccccc3)c(=O)[nH]c12
 : 2.6	0.5	-5	-6	-0.7	-1.0	-2	-2	-0.7	-0.9	0.4
O=C(CSc1nc(-c2ccccc2)cc(=O)[nH]1)Nc1ccccn1
 : -1.1	1.8	2	0	-0.2	0.9	-2	2	-1.6	-0.5	0.4
Cc1ccc(S(=O)(=O)N2CCN(C(=O)COC(=O)c3ncc(Cl)c(Cl)c3Cl)CC2)c(C)c1
 : -1.3	-0.5	1	-11	-2.8	0.3	9.0*	-5	1.2	-1.8	0.6
Cc1ccc(SCc2cn3cccnc3n2)cc1
 : 0.9	2.4	0	1	0.5	2.4	-4	4	5.2	-1.3	0.7
CC(C)CNS(=O)(=O)c1cc(C(=O)OCC(=O)c2ccc3c(c2)OCCO3)c(Cl)cc1Cl
 : -1.1	0.2	5	14	-3.1	-0.1	8	-1	-1.0	-1.5	-0.8
COc1ccccc1C(=O)N/C(=N/c1nc(C)cc(C)n1)Nc1ccccc1
 : 4.9	2.5	1	-3	0.1	-0.5	1	2	14*	0.3	1.0
Cc1cc(NC(=O)CCc2ccccc2)c([N+](=O)[O-])cc1C
 : -0.8	6.2	0	7	0.8	0.1	-1	0	1.5	-1.4	-0.2
COc1cc2c(cc1OC)CN(C(=O)CN1CCN(S(=O)(=O)c3ccccc3Br)CC1)CC2
 : -3.5	0.9	2	-190	-0.3	-0.3	-57	-1	-1.5	-1.0	-0.8
Cn1cnc2cc(NS(=O)(=O)c3ccc(Br)cc3)ccc21
 : -2.1	0.4	1	10	-0.2	-0.6	2	1	-3.0	-1.6	0.5
Cc1ccc(COCC(CC(C)C)N2CCN(C(=O)c3cccc(C(F)(F)F)c3)CCC2=O)cc1 (stereo not given)
 : -2.6	0.8	3	-4	-0.3	-0.2	-1	0	-1.4	-1.2	-0.2
COc1cc(-c2nnc(SCC(=O)Nc3cc(C)on3)n2C)cc(OC)c1O
 : -1.3	0.8	4	5	1.8	1.2	-6	-3	-1.1	-1.1	-0.5
CCOC(=O)C(C)Sc1ncc(-c2ccccc2)cn1 (stereo not given)
 : 0.0	4.4	-3	4	-1.2	0.7	0	3	1.2	-0.1	0.6

High-throughput results: PubChem BioAssay, several laboratories
